TSG101-PTAP inh: blocks PTAP/TSG101 interaction to inhibit HIV-1 budding | Q99816 | Fluorescence polarization, FITC-PTAP peptide / Tsg101 binding | Potency, µM (top dose mostly 115 µM), for inactives: at the top dose activity change, negative = inhibition, hits mostly inhibitors | 340,000 tested, under 10 active | AID 493005; active = well fitted inhibition curve with a large enough effect in the main read-out, with a control signal flat, not every such curve was filed as active; inconclusive = small, poorly fitted or top-dose-only effect, or effect the other way, or a change in a side signal; inactive = no such curve, though single readings can be large or run the other way; also: potency is read from the fitted curve at half-maximal effect; % of control where 0% means no effect
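Compounds were pin-transferred onto Tsg101 binding domain (10 uM final) in HEPES pH 7.5 buffer, then FITC-PTAP peptide was added at 50 nM final. After 20 min at RT, polarization reported peptide displacement across a qHTS concentration series.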
a7 integrin act: integrin-mediated muscular dystrophy alleviation activation | Potency, µM (top dose mostly 38.3 µM), without a hit: at the top dose activation, usual class: activators | 350,000 compounds, 0.064% hits | alpha7betagal myoblasts, beta-gal FDG fluorescence, 48 h;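 also: potency is read from the fitted curve at half-maximal effect; 100% = response of the positive control SU9516; nearly all actives have a fitted effect of over 60% in size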
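alpha7betagal+/- myoblasts (passage 13, 250/well) treated 48 h at 37C with compounds at 1:260 dilution of DMSO stock. Lysed, then beta-galactosidase activity read as FDG fluorescence (ex 480/em 540) after 30 min, with pre-read for autofluorescence.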
Menin MLL FP TR: displaces Texas Red mutant MLL peptide from human menin; O00255; Menin + Texas Red MLL mutant peptide, fluorescence polarization; Potency, µM (highest dose often 61.6 µM), inactives show at the top dose FP activity change, negative = inhibition, actives largely listed as inhibitors; 270,000 compounds, 0.23% hits; active = well fitted inhibition curve with a large enough effect in the polarisation, with a control signal flat, not every such curve was filed as active; inconclusive = small, poorly fitted or top-dose-only effect, or effect the other way, or a change in a side signal; inactive = no such curve, though single readings can be large or run the other way; the % refers to the polarisation; also: potency is read from the fitted curve at half-maximal effect; % of control where 0% means no effect; many of its hits are not listed in these tables
TSHR antag: blocks TSH signaling through the human TSH receptor. P16473. TSHR-expressing cells, TSH-stimulated cAMP HTRF, 2 h; active compounds read low. activity change, negative = inhibition, % at 11.5 µM. 330,000 compounds, 0.2% hits. AID 504810;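 active = activity change below a set negative limit, meaning inhibition stronger than a set level, cut at about -70% in these data; inconclusive = activity change between two set negative limits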; also: % is scaled to controls: 0 for no effect and ±100 for the full control effect
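Inhibition of cAMP made by TSHR-expressing cells under TSH stimulation (4nM final, EC80; 2 h, 37 deg C) is quantified with a one-step lysis HTRF kit, anti-cAMP cryptate versus cAMP-d2.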
AT treatment: candidate therapy for ataxia-telangiectasia | […] A-T fibroblasts, KAP-1 phosphorylation AlphaLISA; neocarzinostatin DNA damage 30 min before lysis | Potency, µM (titrated, usually from 57.5 µM), inactives show at the highest dose activation, usual class: activators | 320,000 compounds, 0.19% hits | AID 485349; also: potency is read from the fitted curve at half-maximal effect; % of control where 0% means no effect; nearly all actives have a fitted effect of over 45% in size
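hTERT-immortalized A-T patient fibroblasts ([…]), 500 cells/well in OPTI-MEM, 1% FBS, got compounds for 60 min, then NCS for 30 min at 37C. Lysates were then assayed for phospho-KAP-1 by AlphaLISA (anti-pKAP1 donor, anti-KAP1 acceptor beads), 6 hr at 25C.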
TCR act: activators of T cell receptors. AID 504894. primary human leukocytes, anti-CD3, IL-2 HTRF, 48 h. Potency, µM (titrated, usually from 9.22 µM), inactives show top-dose activation of IL-2 secretion, hits mostly activators. 330,000 tested, under 10 active; also: % of control where 0% means no effect
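1) Mix primary human leukocytes, a-CD3 beads and compound. 2) Incubate 48 hr. 3) Add HTRF IL-2 reagents (a-IL-2-K, a-IL-2-d2).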
ASM inhibitor: human S-ASM enzyme inhibition. 340,000 compounds, 0.006% hits. placental ASM, HMU-PC fluorogenic substrate, 60 min. Potency, µM (doses to about 57.5 µM), without a hit: top-dose activity change, negative = inhibition, usual class: inhibitors. P17405. AID 504937; also: potency is read from the fitted curve at half-maximal effect
Target sequence (P17405 47-631 limits assumed): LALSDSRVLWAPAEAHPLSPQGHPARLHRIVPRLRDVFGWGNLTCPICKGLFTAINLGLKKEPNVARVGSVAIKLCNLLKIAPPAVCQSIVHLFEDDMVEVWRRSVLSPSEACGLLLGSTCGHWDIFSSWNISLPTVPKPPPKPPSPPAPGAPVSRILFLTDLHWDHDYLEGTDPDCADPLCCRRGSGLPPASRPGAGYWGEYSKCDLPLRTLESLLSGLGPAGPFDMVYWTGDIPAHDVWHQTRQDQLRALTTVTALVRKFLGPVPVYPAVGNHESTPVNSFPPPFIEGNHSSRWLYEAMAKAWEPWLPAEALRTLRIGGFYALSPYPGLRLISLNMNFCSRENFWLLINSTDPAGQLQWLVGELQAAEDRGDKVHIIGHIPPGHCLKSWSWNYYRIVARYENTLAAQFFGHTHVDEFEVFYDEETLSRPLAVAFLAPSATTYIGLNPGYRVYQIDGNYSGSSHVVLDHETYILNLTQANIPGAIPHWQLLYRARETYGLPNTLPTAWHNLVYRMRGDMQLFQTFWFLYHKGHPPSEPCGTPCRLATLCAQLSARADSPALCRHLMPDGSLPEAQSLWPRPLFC
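Fluorescence read-out (Ex 386 nm, Em 447 nm) after stopping the reaction at pH 10. Enzyme: ASM from human placenta; substrate HMU-PC0, 9 uM final; 60 min, 37 °C. Compound preincubation 10 min, ambient temperature.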
MBNL1-CUG inh: MBNL1-poly(CUG) RNA binding inhibition; Q9NR56; TR-FRET MBNL1-His/biotin-(CUG)12 binding, 665/545 ratio; Potency, µM (titrated, usually from 57.5 µM), for inactives: at the top dose activity change, negative = inhibition, most hits filed as inhibitors; 280,000 compounds, 0.036% hits; active = well fitted inhibition curve with a large enough effect in the signal ratio, with a control signal flat, not every such curve was filed as active; inconclusive = small, poorly fitted or top-dose-only effect, or effect the other way, or a change in a side signal; inactive = no such curve, though single readings can be large or run the other way; the % refers to the signal ratio; also: potency is read from the fitted curve at half-maximal effect; % is scaled to controls: 0 for no effect and ±100 for the full control effect
Target sequence (Q9NR56 whole entry, looked up): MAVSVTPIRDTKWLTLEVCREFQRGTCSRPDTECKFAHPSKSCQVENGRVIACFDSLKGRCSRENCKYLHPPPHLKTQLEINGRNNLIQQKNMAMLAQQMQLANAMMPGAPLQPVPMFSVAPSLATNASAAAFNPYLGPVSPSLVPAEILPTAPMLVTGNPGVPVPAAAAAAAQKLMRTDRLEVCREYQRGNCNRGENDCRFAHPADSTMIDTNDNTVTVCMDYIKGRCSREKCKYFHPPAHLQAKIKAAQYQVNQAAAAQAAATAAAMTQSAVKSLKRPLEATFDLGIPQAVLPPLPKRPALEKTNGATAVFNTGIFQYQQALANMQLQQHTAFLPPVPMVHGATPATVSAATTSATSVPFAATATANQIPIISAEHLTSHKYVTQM
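His-tagged MBNL1 binding to biotinylated (CUG)12 RNA was measured by TR-FRET using terbium anti-His antibody (0.055 ng/ul final) and streptavidin-XL665 (5 nM final). Compounds were titrated 92 nM to 58 uM; 60 min at room temperature.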
CXXC DNA block: MLL CXXC-DNA interaction inhibition | Q03164 | MLL-CXXC / FITC-HOXA9 DNA fluorescence polarization | Potency, µM (titrated, usually from 115 µM), without a hit: at the highest dose activity change, negative = inhibition, usual class: inhibitors | 290,000 compounds, 0.037% hits | AID 2662; active = well fitted inhibition curve with a large enough effect in the polarisation, with a control signal flat, not every such curve was filed as active; inconclusive = small, poorly fitted or top-dose-only effect, or effect the other way, or a change in a side signal; inactive = no such curve, though single readings can be large or run the other way; the % refers to the polarisation; also: potency is read from the fitted curve at half-maximal effect
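Steps: dispense CXXC domain solution (7 uM) → pin compounds or unlabeled HOX-A9 DNA control → 5 min ambient → add FLSN-HOX-A9 solution (50 nM) → spin → 30 min ambient → fluorescence polarization. Tris pH 7.5/NaCl/DTT/BSA buffer.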
Mito fusion act: mitochondrial division inhibition or fusion activation; S. cerevisiae fusion-defective mutant growth rescue, CellTiterGlo 48 h; Potency, µM (doses to about 46.1 µM), without a hit: at the top dose growth rescue (activation), usual class: activators; 320,000 compounds, 0.23% hits;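 also: potency is read from the fitted curve at half-maximal effect; % of control where 0% means no effect; nearly all actives have a fitted effect of over 45% in size; temperature-sensitive fusion mutants such as fzo1-1 at 37 °C on non-fermentable ethanol glycerol medium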
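Compounds are tested for their ability to restore growth of mitochondrial fusion-defective yeast strains at non-permissive 37C in YPEG medium over 48 hours. Viability is quantified by luciferase luminescence.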
* hit, by the source's call; ? = inconclusive; · = not tested or not shown; [ ] = dose if it differs, or a comment. Unless noted, calls follow the shape of the dose curve; as a rule, active = well fitted curve in the direction sought with a large enough effect; inconclusive = small, poorly fitted or top-dose-only effect, or another doubt; inactive = no such curve, though single readings can be large; an effect the other way counts as inactive or inconclusive. This is a subset. The share of hits here may be higher or lower than overall.

molecule	TSG101-PTAP inh	a7 integrin act	Menin MLL FP TR	TSHR antag	AT treatment	TCR act	ASM inhibitor	MBNL1-CUG inh	CXXC DNA block	Mito fusion act
COc1ccccc1C(=O)Nc1ccnn1C1CCN(C(=O)c2cnsn2)CC1	-2%	0%	·	22	-4%	0%	0%	-2%	23%	0%
COc1cc(CN2CCN(S(=O)(=O)c3ccc(F)cc3)CC2)cc(OC)c1OC	-6%	23%	9%	-4	0%	-3%	-4%	2%	-1%	2%
COC(=O)C(C)Oc1ccc2cc(-c3ccccc3)c(=O)oc2c1 (stereo not drawn)	0%	-9%	2%	-15	13%	-6%	·	25%	2%	8%
COCCN(C(=O)c1csnn1)C(C(=O)NC1CCCCC1)c1ccc(C)cc1 (stereo not drawn)	-1%	14%	?	-2	4%	-7%	3%	-4%	29%	3%
Cc1onc(-c2ccccc2)c1C(=O)NCCc1c[nH]c2ccccc12	-4%	4%[7.66 µM]	23%	16	4%	-13%	-2%	-7%	4%	3%
CCN(CC)S(=O)(=O)c1ccc(N2CCOCC2)c(NC(=O)c2ccc(N3CCCC3=O)cc2)c1	0%	-3%	·	-9	-2%	-4%	-1%	·	·	5%
O=C(CCNS(=O)(=O)c1ccc(Br)cc1)NCc1ccc2c(c1)OCO2	-3%	7%	-1%	-6	3%	-3%	2%	3%	3%	1%
COC(=O)c1ccc(NC(=O)C2CC(=O)OC2c2ccccc2)cc1 (stereo not drawn)	0%	?	·	3	-9%	1%	-3%	13%	-15%	-2%
O=C1NC(=Nc2ccccc2)S/C1=C\c1ccccc1	-3%	-11%	?	21	-9%	6%	-2%	1%	27%	1%
COC(=O)c1oc2ccc(Cl)cc2c1-n1cccc1	-6%	0%	9%	-12	8%	-6%	-4%	-3%	-1%	6%
COCCn1c(SCCN2CCCCC2)nc2ccccc2c1=O	-1%	0%	-17%	-4	6%	-1%	-1%	-15%	-16%	1%
C=CCNCCCOc1ccc(C)cc1Br	-2%	-2%	-3%	5	-3%	5%[46.1 µM]	-1%	·	-6%	0%
Cc1ccc2cc(C#N)c(SCC(=O)Nc3ccc4sc(C)nc4c3)nc2c1	·	·	9%	2	-2%	·	·	-9%	20%	1%
CCCNC(=O)COC(=O)/C=C/c1cccc(F)c1	0%	-23%	-10%	10	7%	2%	-1%	11%	-19%	3%
N#CCCn1c2ccccc2c2nc3ccccc3nc21	-7%	?	?	-4	4%	0%	23%	?	0%	-1%
CCOc1ncccc1C(=O)Nc1c(C)n(C)n(-c2ccccc2)c1=O	-6%	7%	-9%	15	-3%	2%	0%	-8%	7%	0%
Cc1nn(Cc2nnc(SCC(=O)Nc3cccc(C(F)(F)F)c3)n2C)c(C)c1[N+](=O)[O-]	-1%	-20%	·	17	2%	-3%	0%	-7%	3%	5%
Cc1ccccc1OCC(=O)NC(=S)Nc1ccc(Br)c(C)n1	-5%	0%	-8%	-14	1%	0%	-1%	2%	13%	-4%
OCCN(CCO)CC(O)COc1ccc(C23CC4CC(CC(C4)C2)C3)cc1 (stereo not drawn)	-1%	-12%	-5%	19	-4%	-10%[46.1 µM]	-5%	-13%	0%	-19%
Cc1ccc(CNC(=O)COC(=O)c2ccc(Br)o2)cc1	2%	-4%	·	-19	-2%	-7%	0%	·	·	4%
Cc1cc(Cl)nc(-c2ccccc2)n1	0%	-3%	2%	1	-2%	7%	0%	0%	-4%	-8%
CCSc1cc(N2CC(C)OC(C)C2)nc(-c2ccccc2Cl)n1 (stereo not drawn)	-6%	-21%	·	-19	12%	3%	-5%	-1%	-4%	14%
Cc1c(N(C(=O)CNC(=O)c2ccccc2)C2(C(=O)NC3CCCC3)CCCCC2)c(=O)n(-c2ccccc2)n1C	0%	13%	-25%	38	2%	-2%	5%	0%	1%	18%
Cc1cc(NC(=O)CSc2nc3c(c(=O)n2Cc2ccccc2)SC(C)C3)no1 (stereo not drawn)	-3%	-21%	·	-1	-14%	2%	0%	-14%	6%	7%
O=C(NC1CCCC1)C1CCCN(C(=O)Nc2ccccc2)C1 (stereo not drawn)	-5%	7%	-1%	-20	-2%	-1%	1%	-3%	8%	5%
O=C(CSc1nncn1-c1ccccc1)c1c[nH]c2ccccc12	-3%	0%	-4%	2	4%	-3%	-1%	-6%	-1%	-3%
CCOc1ccc(NC(=O)c2ccncc2)cc1	-1%	42%	3%	3	13%	0%	0%	0%	14%	-4%
O=C(NCc1cccnc1)NC1(C(F)(F)F)Oc2ccccc2O1	1%	-54%[inhibitor]	11%	6	-4%	1%	1%	3%	-18%	-2%
COc1cc(CNCc2ccccc2)c(Br)cc1OC1CCCC1	-2%	-49%[inhibitor]	?	-7	-3%	4%	0%	-4%	13%	-2%
Cc1nn(C)c2ncc(C(N)=O)c(Oc3ccc(Cl)cc3)c12	-1%	2%	·	1	0%	2%	2%	-1%	-6%	1%
COc1ccc(N(C)C(=O)C2CCN(S(=O)(=O)c3cccc4nsnc34)CC2)cc1	-2%	-11%	·	-15	-17%	-2%	1%	?	-1%	4%
CCOC(=O)C1C(=O)NC(SC)=C(C#N)C1c1ccccc1F (stereo not drawn)	-6%	4%	6%	-23	-5%	3%	-1%	5%	-7%	1%
O=C(CSc1ncn[nH]1)Nc1nsc(-c2ccccc2)n1	-5%	28%	10%	-2	6%	10%[46.1 µM]	7%	?	1%	1%
Cc1ccc(Cn2nc(C)c(C(=O)NCC(c3cccs3)N3CCOCC3)c2Cl)cc1 (stereo not drawn)	0%	19%	·	·	19%	1%	2%	·	·	14%
CC(=O)CSc1nc2c(c(=O)[nH]c(=O)n2C)n1Cc1ccccc1Cl	-3%	24%	-13%	0	1%	-4%	5%	1%	0%	0%
COc1ccccc1C(=O)Nc1ccc2c(C)cc(=O)oc2c1	0%	14%	-4%	29	15%	-5%	-2%	4%	5%	17%
COc1cccc(-c2nnc(-c3ccccc3NC(=O)c3ccc(C(C)(C)C)cc3)o2)c1	-1%	9%	·	5	6%	7%	-1%	·	-2%	-5%
Cc1cc2cc(CNC(=O)NC3CCCCC3)ccc2n1C	-4%	-16%	?	4	12%	-5%	-8%	5%	1%	-6%
N#Cc1ccc(COC(=O)c2ccc3c(c2)OCO3)cc1	-4%	0%	·	·	·	0%	-11%	·	·	·
CCOc1ccc(S(=O)(=O)NCCC(=O)NCc2ccccn2)cc1	0%	-10%	·	9	2%	3%	1%	·	·	-5%
C=C(C)C(=O)Nc1ccc2c(c1)OCCOCCOCCO2	3%	-9%	·	-7	28%	-5%	2%	-7%	0%	2%
COc1ccccc1NC(=O)N1CCN(CCc2ccccc2)CC1	-1%	19%	·	6	0%	1%	4%	10%	-9%	-3%
CC(=O)Nc1nc(=O)c2ccccc2s1	-7%	-51%[inhibitor]	5%	5	7%	6%	-3%	-5%	-14%	-7%
Cc1ncc(CN2CCC(n3nccc3NC(=O)c3ccccc3)CC2)s1	·	6%	-20%	-4	-1%	-269%	0%	4%	2%	-1%
O=C(O)[C@H]1NCCC[C@H]1C(=O)O	·	·	30%[activator]	-6	·	·	·	·	-1%	-4%
CSc1ncccc1C(=O)Nc1ccc2c(c1)OCCO2	-9%	-17%	·	16	28µM*	-2%	6%	·	·	·
Cc1nnsc1NC(=O)OCc1ccc(C(F)(F)F)cc1	0%	16%	?	-7	6%	0%	-5%	-13%	1%	5%
CN(CC(=O)Nc1ccccc1Br)C(=O)c1ccccc1-c1nc2ccccc2s1	-2%	8%	·	17	22%	1%	0%	8%	-14%	4%
CCc1ccc(-c2ccc(SCC(=O)NCC3CCCO3)nn2)cc1 (stereo not drawn)	2%	8%	-14%	3	2%	3%	-2%	-5%	12%	-1%

Assay outcomes: PubChem BioAssay, National Center for Advancing Translational Sciences (NCATS)
